# Screening data (PubChem)
# FAS-TE inh: blocks the thioesterase domain of human fatty acid synthase. recombinant FAS-TE, OMFH fluorogenic substrate, fluorescence endpoint. inhibition, % at 15 µM. actives 0.67% (n = 360,000);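 active = compounds whose normalised, plate-corrected inhibition of enzyme fluorescence in the single-dose primary screen is 50% or more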;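 note: 0% = DMSO with enzyme and 100% = substrate without enzyme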
# eLon inh: inhibits E. coli Lon protease | P0A9M0 | purified E. coli Lon protease, fluorescence polarization | inhibition, % at 7.94 µM | actives 0.42% (n = 360,000); in the data active = inhibition above about 13%, passing the limit was not always enough;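 note: 0% = enzyme with probe and DMSO and 100% = no enzyme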
# Rpn11 block: inhibitors of human proteasome Rpn11. O00487. human 26S proteasome, Ub4-pepOG fluorescence polarization; 20S core pre-blocked with epoxomicin. calls only at 20 µM. actives 0.59% (n = 360,000). AID 588493;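 active = inhibition at 20 µM, scaled to each plate's controls, above about 33%, limit read from the data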
# bovine MsrA act: activates bovine MsrA enzyme | purified bovine MsrA, absorbance read-out | activation, % at 10.6 µM | actives 0.3% (n = 360,000); in the data active = activation above about 7.5%;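 note: 0% = vehicle and 100% = reference activator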
# MsrA inh: inhibits bovine methionine sulfoxide reductase A | purified bovine MsrA, absorbance read-out | inhibition, % at 15.5 µM | actives 0.75% (n = 360,000) | AID 651718; in the data active = inhibition above about 4.5%;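 note: 0% = vehicle wells with enzyme and 100% = reference inhibitor wells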
# CSN inh: CSN deneddylation inhibition | Q92905 | Purified CSN, SCF-Nedd8-OG deneddylation, fluorescence polarization | inhibition, % at 12.5 µM | actives 0.38% (n = 360,000) | AID 651999;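 active = pattern-corrected inhibition above about 35%, with an unprinted fluorescence ratio check between 0.5 and 1.5, limit read from the data, passing the limit was not always enough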;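 note: 0% = enzyme with substrate and 100% = substrate without enzyme; some results filed as inactive read as strong as hits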
# Target sequence (Q92905 whole entry, looked up, one chain of several): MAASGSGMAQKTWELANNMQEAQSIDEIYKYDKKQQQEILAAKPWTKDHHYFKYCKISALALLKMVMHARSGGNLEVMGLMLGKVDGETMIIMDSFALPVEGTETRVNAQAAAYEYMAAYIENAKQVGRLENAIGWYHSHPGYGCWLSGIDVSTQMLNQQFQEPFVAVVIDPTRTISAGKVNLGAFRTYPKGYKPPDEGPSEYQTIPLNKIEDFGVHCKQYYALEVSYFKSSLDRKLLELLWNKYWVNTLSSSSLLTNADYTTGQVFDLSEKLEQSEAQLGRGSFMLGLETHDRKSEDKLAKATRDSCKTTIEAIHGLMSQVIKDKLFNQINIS
#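 Assay system: Purified human Csn5 enzyme expressed in HEK293T cells | Amount: Enzyme 0.24 nM | Measured by: Fluorescence polarization readout | Medium: Tris/NaCl/DTT buffer, pH 7.5 | Compound dosing: One concentration, 12.5 µM, 0.25% DMSO | Times: 90 min incubation of compound, enzyme and substrate at room temperature | Control set: no-enzyme wells high, enzyme-with-substrate wells low | Read-out: % inhibition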
# MT1-MMP act inh: MT1-MMP (human) activation inhibition | GFP/RFP ratio change, % at 20 µM | actives 0.061% (n = 360,000) | HT1080 RFP-PRO-GFP cells, GFP/RFP ratio fluorescence, overnight; percent of plate control window, DMSO zero | P50281;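 active = GFP/RFP ratio change of at least 30% with cell ATP level not reduced by more than half and red fluorescence within 50% of control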; note: strong numbers were not always called active
#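 Test system: HT1080 RFP-PRO-GFP cells; Benchmarks: DMSO and RFP-L50D-GFP cell wells; Timing: cells overnight before dosing, compound overnight, 37 °C, 5% CO2; Compound: one 20 µM compound dose with 1% DMSO; Read-out: GFP/RFP fluorescence ratio.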
# PABP1 MLLE inh: inhibitors of microRNA-mediated deadenylation, human PABP1 MLLE binding; actives 0.36% (n = 360,000); inhibition, % at 20 µM; GST-MLLE / FITC-PAM2 fluorescence polarization; AID 588489; in the data active = inhibition above about 35%, passing the limit was not always enough;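 note: plate controls were DMSO wells with GST-MLLE for no effect and wells lacking GST-MLLE protein for full effect; some results filed as inactive read as strong as hits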
# Target sequence (P11940 whole entry, looked up): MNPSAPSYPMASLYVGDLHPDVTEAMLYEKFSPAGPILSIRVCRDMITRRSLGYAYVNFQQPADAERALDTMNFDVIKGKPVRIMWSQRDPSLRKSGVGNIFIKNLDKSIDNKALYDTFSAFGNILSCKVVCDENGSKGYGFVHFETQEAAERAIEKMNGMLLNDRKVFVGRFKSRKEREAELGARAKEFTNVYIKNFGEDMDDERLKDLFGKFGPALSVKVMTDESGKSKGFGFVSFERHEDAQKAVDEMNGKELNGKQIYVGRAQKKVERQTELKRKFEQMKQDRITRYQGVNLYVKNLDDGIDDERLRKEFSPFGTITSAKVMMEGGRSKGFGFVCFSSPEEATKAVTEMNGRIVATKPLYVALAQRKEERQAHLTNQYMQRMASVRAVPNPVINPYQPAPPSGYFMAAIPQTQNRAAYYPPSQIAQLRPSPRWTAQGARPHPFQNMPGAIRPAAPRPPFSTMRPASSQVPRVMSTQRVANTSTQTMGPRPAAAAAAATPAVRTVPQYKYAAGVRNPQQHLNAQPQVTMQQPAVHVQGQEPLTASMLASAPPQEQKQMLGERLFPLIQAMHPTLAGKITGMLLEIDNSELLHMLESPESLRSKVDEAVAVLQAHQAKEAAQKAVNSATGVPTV
# Rin1-Abl PPI inh: blocks binding of human Rin1 to Abl. actives 0.4% (n = 360,000). P00519+Q13671. AID 588664. TR-FRET Rin1/Abl binding, biochemical. inhibition, % at 7.35 µM; in the data active = inhibition above about 5%, passing the limit was not always enough
# Starred values were filed as active, the others as inactive; i = inactive; nt = not tested or not shown.
# Order of results: Rin1-Abl PPI inh, bovine MsrA act, PABP1 MLLE inh, FAS-TE inh, Rpn11 block, eLon inh, MsrA inh, CSN inh, MT1-MMP act inh
> COc1ccc(CNC(=O)C2CCN(S(=O)(=O)c3ccc4c(c3)NC(=O)C(C)S4)CC2)cc1 (stereo not given)
→ 0, -2, -16, -4, i, -15, 2.1, 8, 1
> COc1ccc(NC(=O)CSc2nc(N)c(C(=O)Nc3ccc(N(C)C)cc3)s2)cc1
→ -3, -4, 24, -9, i, 2, nt, 7, 12
> Cc1nc2c3ccccc3nc(SCC(=O)N3CC(C)CC(C)C3)n2n1 (stereo not given)
→ 5, -6, 5, 6, i, -6, 0.6, 2, 2
> COC(=O)c1ccc2nc(Nc3nc4c(F)cc(F)cc4s3)sc2c1
→ -1, -4, -21, 1, i, 5, 0.4, -4, -8
> COc1ccc(C(=O)NCC(=O)Nc2cccc(S(=O)(=O)NCc3ccco3)c2)cc1OC
→ -1, -3, 1, 2, i, -5, 1.1, -4, 5
> Cc1ccc(C)c2[nH]c(=O)c(CN(Cc3ccco3)S(=O)(=O)c3ccc4c(c3)OCCO4)cc12
→ -1, 0, 1, 12, i, 1, 0.3, 8, 1
> Cc1ccccc1N1C(=O)CC(c2c[nH]c3ccccc23)C1=O (stereo not given)
→ 4, -1, -22, 1, i, -3, -1.5, -6, -5
> CS(=O)(=O)N1CCN(C(=O)C(Sc2ccccc2)c2ccccc2)CC1 (stereo not given)
→ 2, -2, 43*, -3, i, 5, -0.4, 7, -6
> Cc1nnc(N2C(=O)C(O)=C(C(=O)c3ccco3)C2c2ccc(F)cc2)s1 (stereo not given)
→ -1, -12, 34, -8, i, 9, -0.4, -14, -17
> C=CCOc1ccc(C2CC(C)=NN2c2ccccc2)cc1 (stereo not given)
→ 1, -3, -5, 40, i, 3, 0.8, -6, -4
> CN(C)c1ccc(CNC2CC(C)(C)NC(C)(C)C2)cc1
→ -2, 1, -3, -7, i, 4, -0.2, 3, 2
> O=[N+]([O-])c1ccc(Cl)c(/C=N/Nc2nc(N3CCOCC3)nc(N3CCOCC3)n2)c1
→ -1, -4, 2, 51*, i, -1, 0.3, 1, 3
> CCN(c1cccc(C(F)(F)F)c1)S(=O)(=O)c1ccc2c(c1)CCN2C(C)=O
→ 0, 0, 4, 38, i, 0, 1.4, 7, -11
> c1cc2c(c(NCc3ccncc3)c1)CCCC2
→ 1, -1, 3, -5, i, -1, -1.0, 2, 5
> O=C(C1=C[C@H](c2ccc(C(F)(F)F)cc2)C[C@H](OCc2ccc(CO)cc2)O1)N1CCOCC1
→ -2, -2, 0, -6, i, -6, -0.5, -2, 1
> Cc1nn2c(-c3ccccc3)nnc2c2ccccc12
→ 1, 1, -3, -3, i, 10, 0.0, 3, -1
> CCCNc1c(NC(=O)c2cccs2)c(=O)oc2ccccc12
→ 4, -5, 1, -8, i, -6, 1.5, 0, 0
> COc1ccc(CN(C)C(=O)c2cccc(NC(=O)CC3SC(N4CCCCC4)=NC3=O)c2)c(OC)c1 (stereo not given)
→ 2, -3, 9, -6, i, -3, 0.1, -3, 11
> CN1CCCN(C(=O)/C=C/c2ccc(F)cc2)CC1
→ -1, -5, -13, -8, i, 4, -1.7, -1, -2
> CCOc1ccc(CC(=O)Nc2ccc(NC(=O)c3ccco3)cc2)cc1OCC
→ 1, -7, 11, -5, i, 13, 0.1, 2, 6
> C[C@H](O)c1[nH]c2cc(F)ccc2c1[C@H](C)O
→ 0, -6, -17, -10, i, -1, 0.5, 4, -8
> O=C(NC(=O)c1cccc(F)c1)Nc1nc(-c2ccc(F)cc2)cc(C(F)(F)F)n1
→ 3, -8, 8, -6, i, -1, 0.3, -6, -1
> CCOC(=O)CSc1nnc(CSc2nc3sc4c(c3c(=O)[nH]2)CCC4)n1C
→ -1, 3, -10, -3, i, -2, 0.1, 0, -1
> CCOc1cc(N2CCOCC2)c(OCC)cc1NC(=O)c1cc(S(=O)(=O)N2CCOCC2)ccc1C
→ -4, 0, -12, -5, i, -5, 0.0, -6, -2
> FC(F)(F)c1ccccc1-n1ccnc1
→ 3, -1, 1, -1, i, -2, -0.1, 1, 1
> O=C(Nc1ccc2c(c1)OCO2)C1CCCCN1S(=O)(=O)c1ccc(F)cc1 (stereo not given)
→ 1, -4, -2, 0, i, -1, 0.8, 3, 4
> CC1(C(=O)NS(=O)(=O)c2ccc3ccccc3c2)CCN1C(=O)Cc1ccc(Cl)cc1Cl (stereo not given)
→ -1, -2, 0, 0, i, -1, -1.5, -6, 2
> Cc1noc(C)c1S(=O)(=O)N(C)C[C@@H]1OCc2cnnn2CCCC(=O)N([C@H](C)CO)C[C@@H]1C
→ 1, -4, -3, -6, i, 0, 2.8, 3, -1
> C=CCOc1c(Br)cc(/C=N/NC(N)=O)cc1OC
→ 4, -2, 1, -7, i, -9, 1.7, -7, -1
> Cc1ccc(C(=O)N2CCC(C(=O)c3c(C)cc(C)cc3C)CC2)cc1
→ 1, 7, 9, 14, i, -14, -0.4, 1, -16
> C(=N\N1CCN(C2c3ccccc3-c3ccccc32)CC1)/c1ccccn1
→ 1, -11, -8, 31, i, -13, 0.4, 2, -11
> COC(CN1C(=O)C(O)=C(C(C)=O)C1c1ccccn1)OC (stereo not given)
→ -1, -4, -3, -6, i, -2, 1.1, 6, 7
> COc1ccc2nc(N(CCN(C)C)C(=O)c3ccc4ncsc4c3)sc2c1
→ 4, 0, -18, -6, i, 1, 0.4, -3, -3
> COc1ccc(NC(=O)CN(c2ccccc2F)S(=O)(=O)c2ccc(C)cc2)c(OC)c1
→ 2, 0, 2, 39, i, -17, 0.3, -4, 3
> CCC(O)(CC)C(=O)N=Nc1c(O)[nH]c2ccccc12
→ -4, -1, 11, -5, i, 3, 1.3, 4, -3
> O=C(c1ccc(-n2cncn2)c([N+](=O)[O-])c1)N1CCN(S(=O)(=O)c2cccc(F)c2)CC1
→ -4, 0, 23, -4, i, -10, 0.3, -2, -2
> CN(C)/C=N/c1sc2c(c1C#N)CCC2
→ 0, -6, 18, 7, i, -5, 3.6, 3, -2
> c1ccc2c(NCC3CCCO3)nc(N3CCOCC3)nc2c1 (stereo not given)
→ -1, -8, -6, -5, i, -3, 0.8, 10, 10
> O=C(Nc1ccnc(-c2ccncc2)n1)c1ccc(Cl)cc1
→ -2, -2, -8, -4, i, -3, -0.3, -1, 5
> CCOc1ccccc1NC(=O)c1cc(-c2cc(OC)c(OC)c(OC)c2)nc2ccccc12
→ 0, -2, 6, 26, i, -13, 1.1, -2, -2
> CCOC(=O)Cc1csc(NC(=O)CSc2nnnn2-c2ccc(F)cc2)n1
→ -3, 0, 1, -11, i, 2, 0.0, -2, 2
> O=S(=O)(c1ccc2ccccc2c1)N1CCN(S(=O)(=O)N2CCCCC2)CC1
→ -2, -1, 6, -5, i, 11, 0.2, -7, 3
> O=C(N/N=C/C=C/c1ccccc1[N+](=O)[O-])c1cccnc1
→ -3, -2, 5, 0, i, 5, 1.1, -2, 5
> Cc1ccc(/C=N/NC(=O)c2ccccn2)s1
→ -6, -3, -6, -12, i, 1, 4.9*, 1, -1
> CCOc1ccccc1NC(=S)N1CCN(c2nc(-c3cccc(OC)c3)cs2)CC1
→ 2, -4, -92, 17, i, -10, 2.1, 5, -4
> COc1ccccc1-c1nnc(C2CCN(S(=O)(=O)c3ccccc3[N+](=O)[O-])CC2)o1
→ -4, -2, 8, 10, i, -4, -0.5, 4, -2
> COC(=O)c1nn(-c2ccc(F)cc2)ccc1=O
→ 1, -3, 4, 0, i, 7, 1.1, 3, 1
> CC#CCN(CC#CC)S(=O)(=O)c1ccc(S(=O)(=O)N2CCOCC2)cc1
→ -2, -10, -8, 2, i, -21, -0.9, 0, 5
> CCNC(=O)C1(C)CCN(C(=O)c2ccc3ccccc3c2)C1 (stereo not given)
→ -1, 4, 7, -10, i, -4, 0.7, -5, 2
> c1cnc2c(SCc3ccc(-c4nnco4)cc3)cccc2c1
→ -1, -13, 11, -3, i, -2, 1.7, -3, 4
> COc1ccccc1N1C(=NC(=O)COc2ccccc2)SC2CS(=O)(=O)CC21 (stereo not given)
→ -1, -2, -1, -2, i, 5, -0.9, -2, 1
> COC(=O)CN1C(=O)CC(C)(C)Sc2ccccc21
→ 2, 2, -14, -3, i, -6, -1.4, -2, 1
> COCCN1Cc2cccc(C(=O)NC3CCCCCC3)c2C1=O
→ -2, -3, 1, -6, i, -6, 0.5, -3, -2
> CCOC(=O)C1(Cc2ccccc2C(F)(F)F)CCN(C(=O)c2cc(C(C)=O)n[nH]2)CC1
→ 0, -2, -5, 7, i, -3, -0.5, -3, -8
> CC(C)(C)C(=O)Nc1ccccc1C(=O)Nc1cc(Cl)ccc1Cl
→ -2, 0, 1, 24, i, -4, 0.5, 4, -4
> CCCCN(C)C(=O)c1cn(C)c2ccc(S(=O)(=O)N3CCC(C)CC3)cc2c1=O
→ -1, -4, 4, 1, i, -3, nt, -2, 1
> Cc1ccc(C(=O)N2NC(c3ccc(F)cc3)C3C(=O)N(c4ccc(C)cc4)C(=O)C32)cc1 (stereo not given)
→ 1, 1, -10, 10, i, 1, -0.3, -2, -1
> CC(=O)Nc1nnc(SCc2cccc(F)c2)s1
→ -1, 1, -12, 2, i, -4, -0.3, 6, -1
> CCC1(c2ccc(F)cc2)NC(=O)N(CC(=O)N2CCN(S(=O)(=O)c3ccc(C)cc3C)CC2)C1=O (stereo not given)
→ -1, -3, 2, 7, i, -2, -0.8, -1, -6
> Cc1ccc(C(NC(=O)C2CCCCC2)c2c(O)ccc3ccccc23)cc1 (stereo not given)
→ -2, -5, -18, 10, i, 14, 0.8, -5, -51

# (list continues)
# Order of results: Rin1-Abl PPI inh, bovine MsrA act, PABP1 MLLE inh, FAS-TE inh, Rpn11 block, eLon inh, MsrA inh, CSN inh, MT1-MMP act inh
> N#CC1(c2ccccc2)CCC(=NNS(=O)(=O)c2ccccc2)CC1 (stereo not given)
→ 1, 0, 19, 0, i, -2, -0.4, 3, 0
> C=CCc1ccccc1OCC(O)CN1CCOCC1 (stereo not given)
→ 0, -6, -97, -5, i, 7, 0.9, -6, 3
> O=[N+]([O-])c1ccc(O)c(/C=N/Nc2ccccn2)c1
→ -4, -10, 10, 8, i, 5, 3.9, -8, -12
> CC1CN(C(=S)NC(=O)C2CCCCC2)CC(C)O1 (stereo not given)
→ -1, -4, 8, -11, i, 0, 0.3, -7, 1
> C=CCOC1COC2C(OCC=C)COC12 (stereo not given)
→ 6, -4, 3, -4, i, 1, 1.7, 5, -4
> Cc1c(Cl)cccc1NC(=O)NCc1cccnc1
→ 2, -1, 5, -5, i, -10, -0.6, -3, -1
> O=S(=O)(Nc1ncccn1)c1ccc(NC(=S)N2CCN(Cc3ccc(F)cc3Cl)CC2)cc1
→ 2, 1, -78, -3, i, -4, 0.2, 1, -2
> COc1cccc(NC(=S)N(CCN(C)C)Cc2cccs2)c1
→ -1, -7, 27, -1, i, 5, -0.3, -5, 5
> O=C(c1cc2sccc2n1Cc1ccccc1)N1CCCc2ccccc21
→ -2, -2, 2, 20, i, 4, 0.9, 3, -11
